# Screens as filed in PubChem.
# LRH-1 inv ag: suppresses constitutive activity of human LRH-1. HEK293T StAR-luciferase reporter, LRH-1 transfected, 24 h. 360,000 tested, 0.13% active. O00482. inhibition, % at 3.6 µM;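 active means inhibition above the mean inhibition of all tested compounds plus 3 SD, cut at about 73% in these data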;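 further: 0% = DMSO wells and 100% = reporter-only cells lacking LRH-1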
# Target sequence (O00482 whole entry, looked up): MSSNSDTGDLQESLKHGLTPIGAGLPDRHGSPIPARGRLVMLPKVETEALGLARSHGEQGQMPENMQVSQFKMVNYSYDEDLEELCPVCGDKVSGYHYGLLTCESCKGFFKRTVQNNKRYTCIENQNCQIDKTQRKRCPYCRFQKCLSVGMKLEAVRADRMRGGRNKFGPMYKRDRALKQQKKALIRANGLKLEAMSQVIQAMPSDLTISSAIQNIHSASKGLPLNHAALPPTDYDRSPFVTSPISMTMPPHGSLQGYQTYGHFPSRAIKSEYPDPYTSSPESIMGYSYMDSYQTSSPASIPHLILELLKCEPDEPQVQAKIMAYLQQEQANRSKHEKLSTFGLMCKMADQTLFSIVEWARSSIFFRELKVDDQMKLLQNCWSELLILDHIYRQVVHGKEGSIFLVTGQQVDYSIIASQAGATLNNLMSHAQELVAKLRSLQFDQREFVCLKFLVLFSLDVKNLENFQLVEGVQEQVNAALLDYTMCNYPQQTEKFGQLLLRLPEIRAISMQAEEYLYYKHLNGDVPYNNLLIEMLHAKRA
# TROY signal inh: inhibitors of TROY-dependent NF-kB signaling; Q293 LMP1-TROYcd NF-kB luciferase reporter, 4 h; inhibition, % at 10 µM; 360,000 tested, 0.98% active;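 active means compounds whose plate-normalised and pattern-corrected inhibition of the luciferase reporter signal at the single screening dose is 50% or more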
# TWEAK-Fn14 inh: TWEAK-Fn14 signaling inhibition | 360,000 tested, 2% active | TWEAK-stimulated Fn14 reporter cells, luciferase luminescence, 8 h | AID 1159606 | inhibition, % at 10 µM; in the data active means inhibition above about 50%
# NR2F2 inh: inhibitors of human COUP-TFII (NR2F2) | HEK293T NGFI-A luciferase reporter, luminescence | inhibition, % at 8.6 µM | 370,000 tested, 0.7% active;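 active means inhibition above a per-plate cutoff, mean inhibition of test wells between control levels plus 3 SD, cut at about 38% in these data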;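 further: cells cotransfected with COUP-TFII expression vector driving the NGFI-A reporter; 0% = median of COUP-TF2 test wells and 100% = reporter-only cells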
# Target sequence (P24468 whole entry, looked up): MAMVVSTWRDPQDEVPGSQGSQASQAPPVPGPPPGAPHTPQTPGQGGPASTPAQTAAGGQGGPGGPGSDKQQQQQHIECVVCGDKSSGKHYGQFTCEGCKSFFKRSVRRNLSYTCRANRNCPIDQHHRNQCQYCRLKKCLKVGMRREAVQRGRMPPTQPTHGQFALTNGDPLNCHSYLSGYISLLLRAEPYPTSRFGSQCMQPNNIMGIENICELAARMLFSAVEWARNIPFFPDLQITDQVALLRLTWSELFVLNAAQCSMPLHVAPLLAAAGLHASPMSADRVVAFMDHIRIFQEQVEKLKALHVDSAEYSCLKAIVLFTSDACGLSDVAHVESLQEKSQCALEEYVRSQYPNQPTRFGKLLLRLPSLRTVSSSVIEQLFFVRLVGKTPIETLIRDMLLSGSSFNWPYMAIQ
# TRAIL sens C8: caspase-8 TRAIL sensitization; inhibition (viability loss, TRAIL sensitization), % at 10 µM; NB7+C8 cells + TRAIL, ATPlite viability luminescence; 360,000 tested, 1% active;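 active means compounds causing at least 50% loss of cell viability in the single-dose screen, relative to plate controls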
# CF NFkB block: cystic fibrosis NF-kB activation inhibition. KKLEB NF-kB-GFP reporter, PAF-induced, GFP fluorescence overnight. 360,000 tested, 0.86% active. inhibition, % at 5 µM;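 active means at least 50% inhibition at 5 µM, scaled per plate between neutral and stimulator controls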;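 further: PAF is a Pseudomonas aeruginosa culture filtrate used as stimulus; plate controls were PAF-stimulated DMSO wells for no effect and unstimulated DMSO wells for full effect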
# NCOA3 inh: inhibits human SRC3 coactivator. inhibition, % at 3.6 µM. Q9Y6Q9. 360,000 tested, 0.17% active. HEK293 GAL4-SRC3 luciferase reporter, luminescence;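 active means inhibition above a per-campaign cutoff, the mean of all compounds plus 3 SD, cut at about 60% in these data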;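 further: 0% = DMSO-treated cells and 100% = gossypol-treated cells at 36 µM; higher means less SRC3-driven luciferase light from the GAL4 reporter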
# LMP1 NFkB inh: Epstein-Barr LMP1 NF-kappaB reporter inhibition; inhibition, % at 12.5 µM; LMP1-induced NF-kappaB luciferase reporter cells, luminescence; AID 504558; 350,000 tested, 0.69% active; in the data active means inhibition above about 41%;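 further: 0% = neutral control wells and 100% = reference inhibitor control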
# KKLEB cytotox: reduces viability of KKLEB cystic fibrosis airway cells. AID 602141. activity change (cytotoxicity), % at 5 µM. 360,000 tested, 0.36% active. KKLEB CF airway cells viability, ATPlite luminescence, overnight; active compounds read low; cells stimulated with P. aeruginosa culture filtrate;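 active means corrected activity change at or below -50% at 5 µM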
# SRC1 inh: inhibitors of human steroid receptor coactivator 1 (SRC1); Q15788; HEK293 GAL4-SRC1 luciferase reporter, luminescence; inhibition, % at 3.6 µM; 360,000 tested, 0.12% active;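 active means inhibition above the campaign mean plus 3 SD, with each screening campaign given its own cutoff, cut at about 60% in these data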;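 further: 0% = DMSO treated cells and 100% = gossypol at 36 µM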
# NCOA2 inhibitor: human SRC2 (NCOA2) inhibition; Q15596; HEK293 GAL4-SRC2 luciferase reporter, luminescence; inhibition, % at 9 µM; 370,000 tested, 0.17% active;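 active means inhibition above the mean inhibition of all tested compounds plus 3 SD, set per campaign, cut at about 52% in these data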;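 further: 0% = DMSO treated cells and 100% = cells given Gossypol at 36 µM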
# An asterisk follows results filed as active; x = not tested or not shown. Hits appear at their usual frequency; 4.2% or so of the library scored in one or more.
# Keys: A = LRH-1 inv ag; B = TROY signal inh; C = TWEAK-Fn14 inh; D = NR2F2 inh; E = TRAIL sens C8; F = CF NFkB block; G = NCOA3 inh; H = LMP1 NFkB inh; I = KKLEB cytotox; J = SRC1 inh; K = NCOA2 inhibitor
O=C(Nc1cccc(Cl)c1)Nc1ccccc1C(=O)NCc1ccco1
  A = -17.9	B = -42.5	C = 22.3	D = 16.7	E = 0.7	F = 2.8	G = 10.4	H = -13.9	I = 0.2	J = -12.4	K = -6.8
Cc1ccc(S(=O)(=O)CCC(=O)OCc2nnc(-c3ccccc3Br)o2)cc1
  A = 0.1	B = -7.5	C = 4.1	D = -16.3	E = 8.3	F = -2.6	G = 5.7	H = -0.5	I = 0.3	J = -12.3	K = 12.9
COCCN1Cc2cccc(C(=O)NCc3ccccc3OC)c2C1=O
  A = -3.1	B = 3.0	C = -5.0	D = -14.4	E = 6.4	F = -0.1	G = 11.8	H = 0.6	I = 2.9	J = 1.2	K = -36.8
CCOC(=O)[C@]12CCC=C1N(CCC1=CCCCC1)C(=O)[C@H](CC(=O)NCc1cccs1)C2
  A = -0.2	B = -9.6	C = 9.9	D = 10.0	E = -3.2	F = x	G = x	H = x	I = x	J = x	K = 19.2
CCOc1ccc(NC(=O)CCN2CCN(c3ccccc3F)CC2)cc1
  A = -0.4	B = 17.6	C = 19.9	D = -0.5	E = 0.8	F = 11.7	G = 4.4	H = 7.3	I = -7.6	J = 5.2	K = 5.8
CCNC(=O)Nn1c(C)nnc1C
  A = 6.4	B = 4.0	C = 9.7	D = 3.0	E = -2.1	F = -17.0	G = 3.5	H = -1.3	I = 4.2	J = -1.6	K = -16.3
CC(=O)Oc1ccc(C(=O)Nc2cccc(C(=O)c3ccc(C)c(C)c3)c2)cc1
  A = 11.3	B = 31.8	C = 16.9	D = 24.6	E = 6.1	F = -7.4	G = 2.3	H = -1.2	I = -5.0	J = -27.6	K = -1.7
CC1CN(C(=O)c2cc(COc3c(F)cccc3F)on2)CCN1C (stereo not drawn)
  A = 6.5	B = -0.8	C = -6.7	D = -8.0	E = 14.5	F = 4.3	G = -6.4	H = 1.7	I = -10.2	J = -11.9	K = -16.1
COc1ccc(OCc2nnc(SCC(N)=O)n2N)cc1
  A = -3.3	B = -7.1	C = 22.7	D = 0.2	E = -2.6	F = 7.8	G = 8.4	H = 0.4	I = -5.1	J = -27.8	K = -15.6
CC(C)(C)NC(=O)CN(C(=O)C1CSC(=O)C1)c1ccc2c(c1)OCCO2 (stereo not drawn)
  A = 4.5	B = 53.6*	C = 60.7*	D = 13.6	E = -8.3	F = 10.0	G = 15.8	H = 1.0	I = 2.9	J = -5.2	K = 7.2
CSc1ccccc1NC(=O)COC(=O)Cn1cc(C(F)(F)F)ccc1=O
  A = -4.0	B = -4.3	C = -8.8	D = -3.3	E = 1.0	F = 4.9	G = 3.1	H = -1.7	I = 5.0	J = -2.2	K = 8.8
CC(C)(C)C(=O)NC(=S)Nc1ccc(Cl)c(C(=O)O)c1
  A = 4.5	B = 1.9	C = 3.6	D = 10.8	E = 5.9	F = -10.3	G = -6.9	H = 8.4	I = 4.7	J = -7.6	K = 9.5
COc1ccc(S(=O)(=O)N2CCOC2CNC(=O)C(=O)NCCc2ccc(OC)c(OC)c2)cc1C (stereo not drawn)
  A = 2.9	B = 24.4	C = 24.6	D = 27.4	E = 13.6	F = 4.9	G = 19.5	H = -7.2	I = -10.1	J = -15.1	K = 5.1
Cc1ccc(C)c(SCC(=O)NC(=O)Nc2ccc3c(c2)OCCO3)c1
  A = 17.8	B = -3.0	C = 7.3	D = 4.0	E = -5.3	F = 30.0	G = -3.7	H = 9.0	I = -4.9	J = 6.6	K = 17.8
CNC(=O)Nc1ccccc1C(=O)NCc1ccccc1
  A = 21.9	B = -6.8	C = 62.2*	D = 1.6	E = 1.5	F = -35.1	G = 0.4	H = 7.3	I = 17.4	J = -2.9	K = -11.2
CNS(=O)(=O)c1cccc(C(=O)Nc2cccc(Cl)c2)c1
  A = -39.4	B = -45.4	C = 5.1	D = -15.2	E = 18.8	F = 15.4	G = -25.4	H = -9.1	I = -4.2	J = -29.6	K = -2.7
COc1ccc(C(c2nnnn2C2CCCCC2)N2CCN(C)CC2)c(OC)c1 (stereo not drawn)
  A = -11.0	B = 10.9	C = 13.1	D = 14.2	E = -5.5	F = 10.8	G = 10.0	H = 4.5	I = 3.9	J = -12.1	K = 1.2
C/C(=N\NC(=O)c1c(C)nc2ccccn12)c1cccc([N+](=O)[O-])c1
  A = -3.1	B = 19.6	C = 13.9	D = -15.1	E = -4.9	F = -15.3	G = 16.1	H = 6.2	I = 0.4	J = -1.6	K = -33.6
CCN(CC)c1ccc(C2C3CCCCC3(O)CCN2CC(=O)N2CCCCC2)cc1 (stereo not drawn)
  A = -8.9	B = -3.1	C = 22.1	D = 10.1	E = 1.4	F = 5.6	G = 24.4	H = 6.0	I = -2.1	J = 12.8	K = 7.9
O=C(Nc1ncnc2sc3c(c12)CCCCC3)c1ccc(F)cc1
  A = 8.2	B = 1.3	C = 12.1	D = 3.1	E = 19.4	F = -10.3	G = 6.1	H = 5.7	I = 0.8	J = 10.7	K = -6.1
CCOc1ccc(-n2c(SCC(N)=O)nc3sc4c(c3c2=O)CCN(C)C4)cc1
  A = -17.4	B = -32.3	C = 1.4	D = -5.9	E = -6.6	F = -8.3	G = 9.3	H = 2.9	I = -2.4	J = -17.2	K = 4.7
Oc1ccccc1C=NNC(=S)NN=Cc1ccccc1O
  A = 1.0	B = -3.2	C = -9.7	D = -11.7	E = 0.1	F = -11.0	G = 2.6	H = 4.8	I = 3.8	J = -1.5	K = -2.0
CS(=O)(=O)N(CC(=O)O)c1ccc2c(c1)OCO2
  A = 5.1	B = 0.2	C = 5.0	D = -6.7	E = 3.8	F = 8.6	G = 1.3	H = 3.8	I = -10.4	J = 1.3	K = -5.0
COc1ccc(C(C)=NNc2ccc([N+](=O)[O-])cc2S(=O)(=O)Nc2ccccc2C(=O)O)c(OC)c1
  A = -1.8	B = 24.5	C = 19.9	D = -5.6	E = -8.1	F = 40.5	G = 3.6	H = -1.4	I = -6.0	J = -1.2	K = -21.1
O=C(COc1ccccc1C(=O)NCc1ccccn1)Nc1ccc(Br)cc1
  A = -15.6	B = -23.7	C = -30.9	D = -0.3	E = 2.3	F = -21.7	G = -1.9	H = -1.8	I = -0.4	J = -14.1	K = 2.0

# Copied from the list:
# Result of CNC(=O)Nc1ccccc1C(=O)NCc1ccccc1 under LRH-1 inv ag: 21.9
# Result of O=C(COc1ccccc1C(=O)NCc1ccccn1)Nc1ccc(Br)cc1 under LMP1 NFkB inh: -1.8

# Other compounds:
# Keys: A = LRH-1 inv ag; B = TROY signal inh; C = TWEAK-Fn14 inh; D = NR2F2 inh; E = TRAIL sens C8; F = CF NFkB block; G = NCOA3 inh; H = LMP1 NFkB inh; I = KKLEB cytotox; J = SRC1 inh; K = NCOA2 inhibitor
CCn1c(CNc2ccccc2Cl)nnc1SCC(=O)NCc1ccccc1
  A = 8.9	B = 0.6	C = 1.1	D = 14.2	E = -10.9	F = 10.3	G = 6.7	H = 9.0	I = -6.4	J = 4.6	K = 9.4
CCOC(=O)c1c(NC(C)=O)sc2c1C1CCN2CC1
  A = -3.1	B = -10.9	C = -1.9	D = -2.1	E = -8.5	F = -7.0	G = 12.0	H = -0.3	I = -3.5	J = -5.6	K = 8.1
CC1(C)CC(=O)C(=C2SCCCS2)C(=O)C1
  A = -1.4	B = -6.0	C = -20.9	D = 6.0	E = -5.2	F = -7.1	G = 11.2	H = 16.3	I = 12.7	J = 3.1	K = -10.6
O=C1[C@H]2[C@@H](c3ccc(F)cc3)N3C(=O)N(c4cccc(F)c4)C(=O)[C@@]3(Cc3ccccc3)[C@H]2C(=O)N1C1CCCCC1
  A = -25.2	B = -24.8	C = 9.6	D = 0.1	E = 2.4	F = 19.1	G = 1.0	H = 2.0	I = 2.5	J = 0.0	K = -4.2
O=C1CCN(Cc2nc(-c3ccc(Cl)cc3)no2)CCN1
  A = 11.8	B = -19.2	C = 17.2	D = -5.6	E = 10.1	F = 2.9	G = 0.0	H = 3.4	I = -7.9	J = 9.4	K = -24.2
CCOC(=O)[C@H]1[C@H]2COc3ccccc3[C@@H]2N2C(=O)c3cc(OC)ccc3NC(=O)[C@@]12C
  A = 17.6	B = -10.8	C = 2.4	D = 3.1	E = 4.5	F = 5.5	G = -15.4	H = -3.2	I = 9.9	J = 16.4	K = 7.7
COc1cccc(C(=O)N2CCSC2=S)c1
  A = 16.2	B = 23.4	C = 15.9	D = -6.6	E = -16.8	F = -2.4	G = 13.9	H = 8.9	I = -3.1	J = 8.5	K = 3.4
CCn1c(CSc2nc(C)cc(C)n2)nnc1SCC(=O)Nc1ccccc1
  A = 11.2	B = -13.3	C = 21.0	D = 11.1	E = -3.1	F = 4.7	G = -0.3	H = -1.0	I = 3.1	J = 2.4	K = -12.6
CCn1cc(CNC(=O)CCc2nnc(CCC3CCCCC3)o2)cn1
  A = 19.6	B = -28.5	C = 0.1	D = -6.1	E = 5.6	F = -4.1	G = 11.5	H = -8.4	I = 7.7	J = -8.3	K = 6.7
CCSC(C)CC1C/C(=N/O)c2c(CC)noc2C1 (stereo not drawn)
  A = -18.2	B = -13.5	C = 12.6	D = 6.1	E = 2.8	F = 11.8	G = 22.8	H = -5.5	I = -12.4	J = 4.5	K = 11.2
CCOCCCNC(=O)c1ccc2c(c1)OCO2
  A = -27.2	B = -8.6	C = -11.2	D = -27.6	E = 0.4	F = 9.7	G = -11.7	H = -7.1	I = 2.1	J = -36.8	K = -30.4
O=C(CSc1nc2ccccc2[nH]1)Nc1ccc(F)cc1
  A = -11.4	B = 7.7	C = -36.4	D = 0.6	E = 2.2	F = -30.6	G = -18.0	H = 2.8	I = -3.4	J = -12.4	K = -1.5
CCOC(=O)C1=C(CN2CCN(C(=O)c3ccco3)CC2)NC(=O)NC1c1ccc(C)cc1 (stereo not drawn)
  A = -19.6	B = -0.3	C = 26.8	D = -13.9	E = -11.3	F = 4.5	G = 17.5	H = -3.0	I = 17.1	J = -13.1	K = 13.5
COc1ccc(C)cc1NC(=O)NC(C)c1ccncc1 (stereo not drawn)
  A = -4.1	B = -11.7	C = 16.0	D = 13.6	E = -3.5	F = -7.9	G = 18.1	H = 6.4	I = 10.7	J = -10.8	K = 14.5
O=C(Cc1ccccc1)Nc1nnc(-c2cccc([N+](=O)[O-])c2)s1
  A = -11.3	B = -10.5	C = 13.5	D = -7.4	E = -10.8	F = -29.8	G = 20.6	H = 3.3	I = -0.4	J = 4.2	K = -11.2
O=C(CSc1nnc(-c2cccnc2)n1Cc1ccccc1)N1CCOCC1
  A = 0.4	B = 11.0	C = 4.8	D = x	E = -9.3	F = 1.0	G = -6.4	H = 4.4	I = -2.5	J = 0.2	K = x
CCOC(=O)CC(NC(=O)CCc1c(C)nc2nc(C)nn2c1C)c1ccc(OC(C)C)cc1 (stereo not drawn)
  A = 4.6	B = 25.0	C = -6.6	D = 0.5	E = -5.0	F = -13.2	G = 8.6	H = 6.1	I = -2.3	J = 1.5	K = 11.2
O=C(c1ccc(Br)o1)N1N=C(c2ccc(Cl)cc2)CC1c1ccco1 (stereo not drawn)
  A = -28.1	B = -42.8	C = 18.2	D = -2.0	E = -4.1	F = -1.6	G = -6.9	H = -0.2	I = 8.9	J = -26.0	K = -15.6
